# tuberculosis growth: growth inhibition of non-replicating M. tuberculosis (AID 488890); hit rate 0.39% among 320,000; inhibition, % at 25 µM; hits with a dose series show IC50 in µM; Mycobacterium tuberculosis non-replicating, growth inhibition; higher % means a stronger effect; in the data active = a potency from the dose series; inconclusive = inhibition mostly from about 82% at the one dose, without a potency; inactive = the rest, 99 in 100 with inhibition below about 76%;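 also: plate controls were DMSO cells for no effect and high antibiotic wells for full effect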
# H1N1 NS1A inhibition: H1N1 influenza NS1A inhibitors, functional cell based assay (AID 504329). inhibition, % at 12.5 µM, or IC50 in µM where a hit was titrated. hit rate 0.3% among 340,000. NS1A functional cell-based assay, percent inhibition; higher % means a stronger effect; in the data active = a potency from the dose series; inconclusive = inhibition above about 27% without an active follow-up result; also: strong numbers were not always called active
# M. tuberculosis HTS: M. tuberculosis growth inhibition, HTS (AID 449762). M. tuberculosis H37Rv growth inhibition, 7H9 media; higher % means a stronger effect. inhibition, % at 25 µM, or IC50 in µM where a hit was titrated. hit rate 0.59% among 330,000; in the data active = a potency from the dose series; inconclusive = inhibition above about 70% without an active follow-up result;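 also: bacterial growth assessed after seven days of incubation; strong numbers were not always called active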
# PhoP GFP inhibition: PhoP regulon inhibitors, Salmonella typhi PhoP promoter GFP reporter, confirmatory (AID 1850); Salmonella Typhi PhoP-promoter GFP reporter, fluorescence, 4 h; higher % means a stronger effect; inhibition, % at 50 µM, or IC50 in µM where a hit was titrated; hit rate 0.33% among 310,000; in the data active = a potency from the dose series; inconclusive = inhibition mostly from about 25% at the one dose, without a potency; inactive = the rest, 99 in 100 with inhibition below about 19%;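 also: 0% = induced wells with vehicle and 100% = uninduced wells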
# inhibitors of VEEV: inhibitors of VEEV TC-83 cytopathic effect, confirmation, Vero cells (AID 588727). Vero cells, VEEV TC-83 cytopathic effect inhibition; higher % means a stronger effect. one-dose inhibition, % at 20 µM; IC50 in µM for titrated hits. hit rate 0.13% among 350,000; in the data active = a potency from the dose series; inconclusive = inhibition mostly from about 14% at the one dose, without a potency; inactive = the rest, 99 in 100 with inhibition below about 12%; also: strong numbers were not always called active
# inhibitors of VEEV 10K pilot screen: second read-out of inhibitors of VEEV, no call of its own (marks repeat the call); inhibition, %; measured here: 10K pilot screen inhibition
# Numbers without * were called inactive; i = inactive; ? = inconclusive; . = not tested or not shown; & = joins results of further samples. Rows were taken by chance; 1.5% or so of the library scored in one or more.
SMILES,tuberculosis growth,H1N1 NS1A inhibition,M. tuberculosis HTS,PhoP GFP inhibition,inhibitors of VEEV,others
C=C(C)CSc1nc2nc(C)c(Br)cc2[nH]1,66%,-4%,0%,0%,1.6%,
COCCC(=O)N1CCC(Oc2ccc(C(=O)N(C)C3CCCCC3)cc2)CC1,3%,1%,-2%,-2%,0.3%,
O=C(CSc1nnc(COc2ccc3c(c2)CCCC3)o1)Nc1ccc(F)cc1,79%,-1%,16%,-10%,1.4%,
COc1ccc(-c2nc(Cn3c(SCc4ccccc4F)nc4ccncc43)c(C)o2)cc1,19%,-5%,-14%,0%,i,
Nc1c(C(=O)NCc2ccco2)c2nc3ccccc3nc2n1Cc1ccc(F)cc1,?,-11%,-8%,12%,5.6%,
S=C1NCCOCCOCCOCCN1,-8%,-2%,0%,12%,0.4%,
Cc1ccc(C(=O)N/N=C\c2ccncc2)s1,5%,-1%,-7%,1%,4.5%,
CC(=O)N1CCc2c(sc(NC(=O)CN3C(=O)CCC3=O)c2C(N)=O)C1,-12%,5%,-10%,.,1.6%,
Cc1cc2nc(CSc3ccc(Cl)cc3)cc(=O)n2[nH]1,i,0%,2%,7%,0.8%,
Cc1cccc(C)c1NC(=O)COC(=O)c1cc(-c2cccnc2)nc2ccccc12,23%,1%,3%,-2%,2.2%,
O=C(NC(=S)NNC(=O)c1ccccc1[N+](=O)[O-])c1ccc(Br)cc1,74%,1%,2%,-2%,1.6%,
C/C(=N\NC(=O)c1cc(-c2ccc(O)cc2)nc2ccccc12)c1cccnc1,-4%,8%,5%,-9%,10%,
Cc1ccc(S(=O)(=O)NN=C2C3CC4CC(C3)CC2C4)cc1[N+](=O)[O-],-5%,-11%,12%,-2%,1.3%,
O=C(N/N=C/c1sc(N2CCOCC2)nc1-c1ccccc1)c1cccc(S(=O)(=O)N2CCCC2)c1,-2%,0%,-3%,-8%,7.4%,
Cc1ccc(CNC(=O)CSc2ncc(C(=O)Nc3ccccc3)c(=O)n2C)cc1,-10%,-17%,7%,6%,1.5%,
Cc1ccc(C)c(OCCC(=O)N2CCN(S(=O)(=O)c3cc(F)ccc3F)CC2)c1,7%,-2%,7%,.,?,
CCN(CC)CCNC(=O)c1ccc(NC(=O)C2CCN(c3ncnc4sc(C)c(C)c34)CC2)cc1,38%,10%,-7%,2%,9.7%,
Cc1cc(C)n(CC2CC(=O)N(c3ccc(Cl)c(Cl)c3)C2=O)n1 (configuration not stated),-1%,5%,-5%,6%,1.4%,inhibitors of VEEV 10K pilot screen=0.6
Cc1ccc(NC(=O)C2CSC3(C)CCC(=O)N23)cc1S(=O)(=O)N1CCOCC1 (configuration not stated),-2%,-5%,-5%,.,0.6%,
CCc1nnc(NC(=O)CSc2nnc(-c3ccc(S(=O)(=O)N4CCCC4)cc3)n2CC)s1,-7%,-3%,1%,-5%,1.6%,
O=S(=O)(c1ccc(NC(=S)NCc2ccco2)cc1)N1CCCC1,80%,2%,?,1%,i,
Cc1csc(=O)n1CCC(=O)OCC(=O)NNC(=O)c1ccccc1,4%,-5%,14%,-4%,2.7%,
COC(=O)Nc1ccc(S(=O)(=O)NCCO)cc1,-8%,-7%,-11%,6%,i,
CCCN1C(=O)/C(=N\OCC(=O)NCC(F)(F)F)c2ccccc21,-5%,3%,8%,-9%,1.4%,
CCOc1ccc(/C(O)=C2/C(=O)C(=O)N(c3ncccn3)C2c2ccccc2)cc1 (configuration not stated),19%,2%,7%,-8%,0.6%,
CCOC(=O)c1ccc2c(c1)nc(SC/C(O)=C(\C#N)c1nc3ccccc3[nH]1)n2CC,4%,0%,-3%,-4%,4.0%,
Cc1ccc(C)n1-c1nn(S(=O)(=O)c2cccc3cccnc23)c2cccc(F)c12,9%,2%,-3%,5%,1.0%,
Cc1onc(-c2ccccc2)c1C(=O)Nc1cccnc1,-4%,7%,-1%,-4%,i,
Cc1cc2nc(-c3ccc(SCC(=O)Nc4ccc5c(c4)OCCO5)nc3)[nH]c2cc1C,5%,1%,5%,-5%,0.6%,
Cc1c(NC(=O)C(C)N2C(=O)c3ccccc3C2=O)c(=O)n(-c2ccccc2)n1C (configuration not stated),-1%,5%,1%,-4%,0.1%,

# Four entries drawn at random from the list so far:
SMILES,tuberculosis growth,H1N1 NS1A inhibition,M. tuberculosis HTS,PhoP GFP inhibition,inhibitors of VEEV,others
Cc1cc2nc(-c3ccc(SCC(=O)Nc4ccc5c(c4)OCCO5)nc3)[nH]c2cc1C,5%,1%,5%,-5%,0.6%,
Cc1csc(=O)n1CCC(=O)OCC(=O)NNC(=O)c1ccccc1,4%,-5%,14%,-4%,2.7%,
Cc1ccc(NC(=O)C2CSC3(C)CCC(=O)N23)cc1S(=O)(=O)N1CCOCC1 (configuration not stated),-2%,-5%,-5%,.,0.6%,
O=S(=O)(c1ccc(NC(=S)NCc2ccco2)cc1)N1CCCC1,80%,2%,?,1%,i,

# (more compounds)
SMILES,tuberculosis growth,H1N1 NS1A inhibition,M. tuberculosis HTS,PhoP GFP inhibition,inhibitors of VEEV,others
CCOc1ccc(NC(=O)CN(C)C(=O)c2c(C)noc2C)cc1OCC,-5%,-5%,-4%,1%,1.1%,
N#CCCn1cc(C(=O)Nc2ccc(C(=O)O)cc2)c(-c2cccs2)n1,-7%,-6%,5%,-9%,1.4%,
Cc1ccc(CN2CCN(Cc3ccon3)CC2CCO)cc1 (configuration not stated),-3%,.,-3%,0%,0.5%,
NC(=S)c1cn(C2OC(CO)C(O)C2O)c2ncnc(N)c12 (configuration not stated),?,-11%,?,0%,12%,
O=C(O)c1cc(=O)c2c(Cl)cc(Cl)cc2[nH]1,-3%,2%,-5%,-11%,1.2%,
CC(C)(C)OC(=O)N(CCc1ccccc1)Cc1ccc(OCc2cccc(NC(=O)/C=C/c3ccccc3)c2)cc1,.,-17%,.,.,7.1%,
COc1ccc2[nH]cc(/C=C/c3cc[n+](C)cc3)c2c1,38%,22%,0%,-248%,4.2%,
Cc1cnc(C=NNC(N)=S)c2cccc(N)c12,.,2.4µM*,.,.,11%,
O=C(CC(=O)NN=Cc1ccc2c(c1)CCC2)NN=Cc1ccc2c(c1)CCC2,.,-2%,.,.,1.4%,
CC1CN(C(=O)N2CCOCC2)CCN1C(=O)N1CCOCC1 (configuration not stated),33%,1%,-5%,-5%,i,
CCOc1ccccc1OCCOCCN1CC(C)OC(C)C1 (configuration not stated),2%,4%,6%,0%,1.3%,
CC(C)CNC(=O)COC(=O)c1c2c(nc3ccccc13)CCC2,5%,-1%,-6%,-2%,2.3%,
CC(C)(C)C(=O)OCc1nc(-c2ccc(C(F)(F)F)cc2)cs1,14%,1%,0%,-20%,i,
Cc1ccc(COC(=O)CCN=C2NS(=O)(=O)c3ccccc32)cc1,3%,-10%,-2%,3%,2.2%,
O=c1c2sccc2nc(SCc2cc(=O)n3ccccc3n2)n1Cc1ccccn1,-17%,.,-7%,-2%,.,

# By substructure: the entries above containing a cyano group (2)
SMILES,tuberculosis growth,H1N1 NS1A inhibition,M. tuberculosis HTS,PhoP GFP inhibition,inhibitors of VEEV,others
CCOC(=O)c1ccc2c(c1)nc(SC/C(O)=C(\C#N)c1nc3ccccc3[nH]1)n2CC,4%,0%,-3%,-4%,4.0%,
N#CCCn1cc(C(=O)Nc2ccc(C(=O)O)cc2)c(-c2cccs2)n1,-7%,-6%,5%,-9%,1.4%,

# More entries follow:
SMILES,tuberculosis growth,H1N1 NS1A inhibition,M. tuberculosis HTS,PhoP GFP inhibition,inhibitors of VEEV,others
Cc1[nH]n(-c2ccccc2)c(=O)c1N=Nc1ccc2c(c1)OCO2,4%,2%,-1%,-2%,0.6%,
COc1ccc(/C=C2\COc3ccccc3C2=O)cc1OC,i,0%,?,-1%,0.7%,
Cc1onc(-c2ccccc2Cl)c1C(=O)OCn1nnc2ccccc2c1=O,23%,-7%,6%,-9%&11%,i,
CC1C(=O)C(C)C(c2cc(Cl)ccc2O)NC1c1cc(Cl)ccc1O (configuration not stated),35%,-20%,13%,-4%,3.7%,
COC(=O)c1c(C)oc2ccc(OC(=O)N3CCOCC3)cc12,-9%,-6%,2%,8%,i,
O=C(CN1CCC(n2nnc3cc(F)ccc32)CC1)Nc1ccccc1N1CCOCC1,38%,-4%,41%,2%&6%,i,
CCCN1CNC(=S)N(c2ccccc2C)C1,-12%,-4%,-4%,3%,i,
COc1ccc(NC(=O)c2cccs2)cc1C(=O)N1CCN(c2ccccc2)CC1,26%,-6%,7%,-3%,8.7%,
Nc1ccn(CC(=O)NCc2ccc3[nH]ccc3c2)c(=O)n1,-4%,10%,-3%,.,1.5%,
S=C(c1ccc(-c2cc(Cl)ccc2Cl)o1)N1CCOCC1,20%,11%,-6%,0%,3.5%,inhibitors of VEEV 10K pilot screen=0.0
COc1ccc(C(=O)CN2CCOCC2)cc1F,-15%,-7%,3%,13%,0.9%,
CC(=O)/C(N=Nc1ccc(C(=O)O)cc1[N+](=O)[O-])=C(\C)O,-1%,-10%,4%,6%,i,
O=C(NNS(=O)(=O)c1cccc(Cl)c1)c1cc(-c2ccc(F)cc2)nc2ccccc12,22%,5%,8%,-3%,5.9%,
Cc1sc2nc(CSCC(=O)Nc3ccc(Cl)cc3F)[nH]c(=O)c2c1C,.,-1%,.,.,5.9%,
CCCc1cc(=O)oc2cc(OCC(=O)NCCc3ccc(S(N)(=O)=O)cc3)ccc12,16%,3%,1%,17%,2.3%,

# 6 structures out of the list, arranged by formula weight, smallest number first.
SMILES,tuberculosis growth,H1N1 NS1A inhibition,M. tuberculosis HTS,PhoP GFP inhibition,inhibitors of VEEV,others
CCCN1CNC(=S)N(c2ccccc2C)C1,-12%,-4%,-4%,3%,i,
COc1ccc(C(=O)CN2CCOCC2)cc1F,-15%,-7%,3%,13%,0.9%,
Nc1ccn(CC(=O)NCc2ccc3[nH]ccc3c2)c(=O)n1,-4%,10%,-3%,.,1.5%,
Cc1[nH]n(-c2ccccc2)c(=O)c1N=Nc1ccc2c(c1)OCO2,4%,2%,-1%,-2%,0.6%,
S=C(c1ccc(-c2cc(Cl)ccc2Cl)o1)N1CCOCC1,20%,11%,-6%,0%,3.5%,inhibitors of VEEV 10K pilot screen=0.0
Cc1onc(-c2ccccc2Cl)c1C(=O)OCn1nnc2ccccc2c1=O,23%,-7%,6%,-9%&11%,i,

# (listing goes on)
SMILES,tuberculosis growth,H1N1 NS1A inhibition,M. tuberculosis HTS,PhoP GFP inhibition,inhibitors of VEEV,others
COc1cccc(C(C(=O)NC2CCCCC2)N(C(=O)Cc2cccs2)c2ccc(-n3cnnn3)c(OC)c2)c1 (configuration not stated),10%,-3%,7%,-10%,0.4%,
CN(C)c1nc(N)nc(-c2ccco2)n1,-1%,-2%,-1%,-3%,8.6%,
C=C(C)CSc1nnc([C@@H](NC(=O)OC(C)(C)C)C(C)CC)o1 (some centres not stated),-5%,-3%,-4%,0%,i,inhibitors of VEEV 10K pilot screen=0.7
CC1=NCCN1S(=O)(=O)c1c(C(C)C)cc(C(C)C)cc1C(C)C,28%,3%,6%,6%,2.7%,
CCOC(=O)c1cccc(Nc2nc(-c3cccnc3)nc3ccccc23)c1,14%,-5%,-2%,1%,4.8%,
CCOc1ncccc1C(=O)OCC(=O)Nc1ccc2c(c1)OCCO2,4%,-6%,7%,.,2.1%,
CCC(OC(=O)c1ccco1)C(=O)NCc1ccc(C)cc1 (configuration not stated),7%,-1%,9%,5%,1.5%,
CCOC(=O)c1c(NC(=O)CSc2nnc(C)c(=O)[nH]2)sc2c1CCC2,6%,-5%,-8%,2%,0.5%,

# High-throughput results: PubChem BioAssay, Southern Research Specialized Biocontainment Screening Center
